Screening data: PubChem BioAssay, several laboratories
Yfh1-off respiration – mitochondrial function rescue without frataxin homolog – Friedreich's ataxia, plus single-dose screen, dose response (AID 1465) | S. cerevisiae Yfh1-off respiration, WST-1 reduction, 72 h; higher fold induction means a stronger effect | fold induction at 50 µM, or EC50 in µM where a hit was titrated | hit rate 0.074% among 220,000;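 active means fold induction of absorbance versus untreated yeast above a set limit, then at least 30% activation at any dose in follow-up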;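 further: activators that raise dye reduction in frataxin-depleted yeast; strong numbers were not always called active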
Autophagy mod – modulators of autophagy. calls only at 10 µM (by protocol). MEF GFP-LC3 puncta imaging; test concentration mostly 10 µM. hit rate 0.98% among 190,000;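 active means percentage of spot-positive cells more than 3 SD above its plate mean, without a fluorescence outlier flag or 80% toxicity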;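 further: spot-positive cell cutoff set from DMSO-treated cells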
Insulin prom up – MIN6 insulin promoter up-regulation | z-score at 5 µM | AID 1625 | MIN6 insulin promoter-GFP reporter, high-content imaging; hits give high values | hit rate 0.3% among 190,000;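 active means z-score above 3 at 5 µM with at least 500 cells counted in the well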
PMI inhibition – MPI inhibition at elevated mannose 6-phosphate – biochemical, fluorescence intensity, high mannose 6-phosphate, primary screen (AID 1220). recombinant PMI enzyme, coupled fluorescence intensity; higher % means a stronger effect. inhibition, % at 20 µM, or IC50 in µM where a hit was titrated. hit rate 0.66% among 190,000
MT stabilizer – stabilizes microtubules in HeLa cells; HeLa tubulin immunostaining HCS, 24 h; share of cells brighter than vehicle mean+2SD; % tubulin-high responders, % at 10 µM; hit rate 0.83% among 200,000;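 active means plate Z-score above 3 for both tubulin-high and condensed-nucleus cell shares, with cell loss under 80%, at 10 µM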;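 further: anti alpha tubulin signal scored within the nucleus-defined area of each cell; some results filed as inactive read as strong as hits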
human PMI inhibition – MPI enzyme activity inhibition – biochemical, fluorescence intensity, coupled assay, primary screen (AID 1209). purified PMI enzyme, coupled fluorescence intensity; higher % means a stronger effect. one-dose inhibition, % at 20 µM; IC50 in µM for titrated hits. hit rate 0.42% among 190,000;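 further: plate controls were DMSO vehicle for no effect and wells lacking substrate for full effect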
Dynein transport – blocks dynein driven cargo transport along microtubules. z-score, hits read low. hit rate 0.47% among 220,000. 3617.4 mouse cells, GR-EGFP nuclear translocation imaging; test concentration mostly 20 µM; stimulated with dexamethasone, 1 µM; hits give low values;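 active means plate z-score of nuclear minus cytoplasmic receptor signal below a set negative limit, without overly bright fluorescence or cell loss, cut at about -3.5 in these data, passing the limit was not always enough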;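 further: z-score of nuclear minus cytoplasmic ring GR-EGFP intensity difference per well; some compounds called inactive have numbers as strong as hits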
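Also added: dexamethasone, 1.0 µM final. Medium: tet-free, stripped-serum medium. Detection: fixed, Hoechst-stained cells imaged at 10x for EGFP. Read-out: nuclear-to-cytoplasmic GR-EGFP distribution per well. Times: induction 48 h, compound 1 h, agonist 30 min.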
b-catenin transl – beta-catenin nuclear translocation modulation | nuclear translocation activity, % at 5 µM | hit rate 0.3% among 190,000 | HeLa beta-catenin nuclear translocation, immunofluorescence imaging;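 active means nuclear translocation activity above 50% at 5 µM, with a well cell count of 50 or more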;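 further: per-cell ratio of nuclear to cytoplasmic median beta-catenin stain intensity; plate controls were DMSO negative control for no effect and GSK-3 inhibitor IX positive control for full effect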
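Assay system: human HeLa cells, native beta-catenin; doses: 5 µM primary, 0.02–20 µM confirmation; incubation: compound treatment 24 h, 37°C, 5% CO2; technique: fluorescence imaging of beta-catenin antibody stain plus DAPI; measure: % activation, nuclear-to-cytoplasmic median beta-catenin signal ratio per cell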
WT yeast gro inh – growth inhibition of WT yeast, mitochondrial fusion screen; inhibition, % at 10 µM; mitochondrial fusion phenotypic screen, WT strain; hit rate 2.1% among 190,000; in the data active means inhibition above about 58%; tested in S. cerevisiae
WT yeast gro inh mutant strain – further read-out of WT yeast gro inh, marked with its call; inhibition, %; mitochondrial fusion phenotypic screen, mutant strain inhibition
Dynein transport cytoplasmic EGFP – also measured in Dynein transport; calls as there; z-score; measured here: cytoplasmic GR-EGFP intensity; hits give high values
Dynein transport nuclear GR-EGFP – second read-out of Dynein transport, no call of its own (marks repeat the call); z-score; measured here: nuclear GR-EGFP intensity;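 lower value marks the stronger effect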
Dynein transport cell count – further read-out of Dynein transport, marked with its call; z-score; measured here: cell count per field
Insulin prom up cell count – further read-out of Insulin prom up, marked with its call; cell count; measured here: cytotoxicity, nuclei count;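 total cells summed across four imaged fields per well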
b-catenin transl cell count 5 µM – further read-out of b-catenin transl, marked with its call; cell count; measured here: cell count, cytotoxicity flag
MT stabilizer Hoechst-high % – recorded beside MT stabilizer, whose call it bears; % Hoechst-high responders; measured here: nuclear condensation Hoechst responders;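 share of cells brighter than vehicle mean plus two SD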
MT stabilizer cytotoxicity % – also measured in MT stabilizer; calls as there; toxicity, %; measured here: cytotoxicity by cell density;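 0% = mean cell density of plate MIN control wells and 100% = no cells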
Autophagy mod cell loss 18 h – recorded beside Autophagy mod, whose call it bears; toxicity, %; measured here: cell loss, nuclei count;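 cell loss after 18 h compound exposure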
The depositor's hits bear a star; i = inactive; / = no result given. Unless noted, no stated cut-off is given here; in the data, active means inhibition above about 50%; inactive means the rest. No enrichment for hits. Share with any hit: about 5%.

molecule | Yfh1-off respiration | Autophagy mod | Autophagy mod cell loss 18 h | Insulin prom up | Insulin prom up cell count | PMI inhibition | MT stabilizer | MT stabilizer Hoechst-high % | MT stabilizer cytotoxicity % | human PMI inhibition | Dynein transport | Dynein transport cytoplasmic EGFP | Dynein transport nuclear GR-EGFP | Dynein transport cell count | b-catenin transl | b-catenin transl cell count 5 µM | WT yeast gro inh | WT yeast gro inh mutant strain
CC1(C)CC2(CC(C)(C)N1)OC(=O)N1CCc3ccccc3C12C (stereo unspecified) | i | i | 12 | / | / | -1% | 4.6 | 2.3 | 9.6 | -4% | -0.22 | -0.23 | 0.12 | 0.24 | 0.3 | 1005 | 8 | 7
Brc1csc2ncccc12 | i | / | / | 0.53 | 1038 | / | / | / | / | / | 0.4 | -0.26 | 0.063 | 0.31 | 0.4 | 1274 | / | /
COC(=O)N/N=C/c1cn(CCCOc2ccc(C)cc2)c2ccccc12 | i | i | -13 | 0.17 | 1155 | 3% | 1.4 | 1.7 | 0.8 | 8% | 0.71 | -0.22 | 0.87 | -0.56 | -1.9 | 960 | 2 | -14
NC(=O)[C@@H]1CCCNc2c(I)cc([N+](=O)[O-])cc2C(=O)N[C@@H](Cc2ccccc2)C(=O)N[C@@H](Cc2cnc[nH]2)C(=O)N1 | i | i | 4 | 0.64 | 1077 | -45% | 3.1 | 2.3 | 8.8 | -32% | -0.038 | -0.21 | 0.29 | 0.32 | -5.5 | 552 | 0 | 0
COc1ncnc2sc(-c3ccccc3)cc12 | i | i | -6 | / | / | 17% | 2.6 | 3.8 | 8.3 | 11% | 0.33 | -0.24 | 0.51 | 0.22 | 2.7 | 1070 | 0 | 26
Cc1nc(-c2ccc(Cl)cc2)sc1C1(C)CC(c2cccc([N+](=O)[O-])c2)=NO1 (stereo unspecified) | i | / | / | -0.1 | 1042 | / | / | / | / | / | -0.68 | -0.87 | -0.17 | 0.82 | 0.5 | 1337 | / | /
O=C1CC(N2CCOCC2)C(=O)N1c1cccc(Cl)c1 (stereo unspecified) | i | i | 2 | 0.19 | 1523 | -4% | 3.6 | 2.0 | 0.8 | -4% | -0.42 | -0.0015 | 0.056 | 0.73 | -0.9 | 1314 | 16 | 19
COc1ccc(CNC(=O)c2cc3c(s2)CS(=O)C3)cc1 (stereo unspecified) | i | i | 10 | 0.6 | 977 | 11% | 4.1 | 2.9 | 2.0 | 4% | -0.48 | -0.2 | -0.18 | 0.21 | / | / | -10 | -7
COc1ccc(OCC(O)CNC(=O)c2ccccc2C(=O)O)cc1 (stereo unspecified) | i | i | 11 | 0.02 | 1319 | 3% | 1.5 | 2.4 | 5.7 | 1% | 0.5 | -0.24 | 1.6 | -0.89 | -3.4 | 595 | 1 | -3
N=c1n(CCN2CCCCC2)c2ccccc2n1CC(O)c1ccco1 (stereo unspecified) | i | / | / | -0.23 | 1128 | / | / | / | / | / | -0.15 | -0.26 | 0.035 | 0.16 | 1.4 | 1256 | / | /
COc1cc(C2C(C#N)=C(N)N(Nc3ccccc3)C3=C2C(=O)CC(C)(C)C3)ccc1OCc1cccc(F)c1 (stereo unspecified) | i | i | -6 | -0.86 | 1602 | 30% | 5.5 | 1.0 | 9.3 | 14% | 1.8 | -0.048 | 1.3 | -1.5 | 3.4 | 1325 | -11 | 9
O=C(O)c1cccc2c1C(=O)N(CC1CCCO1)C2 (stereo unspecified) | i | i | -4 | 0.51 | 1414 | 2% | 0.6 | 1.5 | 0.7 | 2% | 0.91 | -0.073 | 0.66 | -0.61 | -0.1 | 1511 | 5 | 9
Cc1ccccc1C(=O)NCC(=O)O | i | i | 2 | -0.27 | 1625 | -14% | 4.7 | 2.5 | 4.6 | -10% | 1.2 | 0.78 | 0.31 | -0.17 | -4.4 | 1032 | -3 | 14
COc1ccccc1-c1nnc(NC(=O)C2=COCCO2)o1 | i | i | 10 | 1.1 | 1302 | 8% | 4.1 | 2.0 | 5.7 | 4% | 1.7 | -0.25 | 0.9 | -1 | -1.2 | 931 | 13 | 3
Cc1ccc(-c2nn3c(=O)c(C)nnc3s2)cc1 | i | i | -1 | 0.35 | 1562 | 8% | 1.7 | 1.7 | 2.1 | 3% | -0.52 | -0.3 | -0.062 | 0.32 | 1.6 | 993 | 2 | -17
COc1ccc(OC)c(C(C)NC(=O)Nc2ccccc2)c1 (stereo unspecified) | i | i | -52 | 0.92 | 1614 | 2% | 2.9 | 1.3 | 2.5 | 6% | 0.086 | -0.27 | 0.18 | -0.035 | -4.3 | 1077 | 5 | 3
Cc1ccc(-c2nc3cc(N)ccc3o2)cc1 | / | i | 2 | -0.09 | 1588 | 15% | 2.3 | 1.9 | 22 | 17% | 0.18 | 0.36 | 0.82 | 0.92 | 1.7 | 1080 | 17 | 22
Clc1cc2nc[nH]c2cc1Cl | i | / | / | 0.86 | 1042 | / | / | / | / | / | 0.00031 | -0.24 | 0.42 | -0.015 | -3.8 | 1306 | / | /
Cc1ccc(C(=O)O/N=C/c2c(N3CCOCC3)n(C)c3ccccc23)cc1 | i | i | 7 | / | / | 2% | 2.1 | 1.3 | 6.5 | 8% | -0.38 | -0.23 | -0.5 | 0.71 | / | / | -27 | 6
Cc1ccc(Nc2cc(C)c3c(O)cccc3n2)cc1C | i | / | / | -0.59 | 1029 | / | / | / | / | / | 0.59 | -0.087 | 0.93 | -1.9 | 0.1 | 1331 | / | /
Cc1ccc(NC(=O)NC2CCCCC2)c(C)c1 | i | i | 5 | -0.13 | 1263 | 8% | 6.3 | 1.4 | 6.6 | -6% | -0.25 | -0.13 | -0.03 | 0.38 | -0.1 | 928 | 5 | 7
OCCN1CCN(CC#CCn2c3ccccc3c3ccccc32)CC1 | i | i | 4 | -0.39 | 1353 | 5% | 4.6 | 1.2 | 9.6 | 6% | -0.35 | 2.1 | 0.057 | -0.047 | -3.6 | 987 | 8 | -5
Cc1cc(C)c(NC(=O)Cn2cnc3c(oc4ccccc43)c2=O)c(C)c1 | i | i | 1 | -0.24 | 1303 | -14% | 3.6 | 2.8 | 6.0 | -15% | -0.68 | -0.36 | -0.052 | 0.61 | 0.0 | 1017 | -13 | -1
C#CCOCCOCCOCCNc1nc(N2CCN(C(=O)[C@H](CCCCN)n3cc([C@@H](N)CO)nn3)CC2)nc(N2CCN(C(=O)[C@H](Cc3cc4ccccc4[nH]3)n3cc([C@@H](N)CO)nn3)CC2)n1 | i | / | / | 0.75 | 1020 | / | / | / | / | / | 0.27 | -0.8 | 0.27 | -0.14 | 2.6 | 1341 | / | /
COc1ccc(C(NC(C)=O)c2c(O)ccc3ccccc23)cc1OC (stereo unspecified) | i | i | 3 | -0.4 | 1391 | 9% | 4.1 | 2.8 | 5.1 | 8% | -1.3 | -0.27 | -0.93 | 0.61 | -1.6 | 1150 | 1 | 17
CNC(=O)COC(=O)c1[nH]c(C)c(C(C)=O)c1C | i | i | 5 | / | / | 9% | 3.5 | 1.2 | 2.0 | 14% | -0.25 | -0.12 | 0.12 | 1.4 | -1.1 | 1012 | -16 | -2
O=C(Nc1ccc([N+](=O)[O-])cn1)c1ccc2c(c1)OCO2 | i | i | -26 | / | / | 6% | 2.2 | 1.3 | 5.3 | -6% | -0.44 | -0.28 | -0.16 | 0.32 | -1.3 | 1098 | 7 | 2
CC(=O)Nc1ccc(NS(=O)(=O)c2cccc3ccccc23)cc1 | i | i | -8 | / | / | -19% | 6.3 | 1.7 | 9.8 | -16% | -0.87 | 0.056 | -0.15 | 0.9 | 0.7 | 853 | -17 | -15
CC(c1ccc(C(C)(C)C)cc1)S(=O)CC(O)CO (stereo unspecified) | i | i | -10 | 0.34 | 1272 | 9% | 5.0 | 2.3 | 2.8 | 4% | -0.45 | -0.26 | -0.59 | 0.81 | -0.1 | 968 | 0 | -7
CCOc1ccc(OCC(O)CNC2CCN(Cc3ccccc3)CC2)cc1 (stereo unspecified) | i | i | 2 | 0.35 | 1530 | 11% | 14 | 1.1 | 16 | 11% | -0.57 | -0.19 | -0.24 | -0.22 | 1.1 | 1090 | -9 | -7
COc1cccc(/C=N/n2c(-c3cc(C)[nH]n3)n[nH]c2=S)c1OC | i | / | / | -0.18 | 1013 | / | / | / | / | / | -0.098 | -0.19 | 0.075 | -0.27 | 0.8 | 1304 | / | /
CCc1ccc(C(=O)CSC2=C(C#N)C(c3ccco3)C(C(C)=O)=C(C)N2)cc1 (stereo unspecified) | i | i | 5 | 0.17 | 1593 | 0% | 3.3 | 1.4 | 7.0 | -3% | -0.16 | 1.2 | 0.15 | -0.22 | 1.3 | 1371 | 42 | 10
COCCOc1cc(COC)nc(-c2cccc(C)c2)n1 | i | / | / | -0.85 | 675 | / | / | / | / | / | -0.88 | -0.3 | -0.42 | 1.1 | 1.4 | 1306 | / | /
O=[N+]([O-])c1nn(-c2cccc(Cl)c2)n(O)c1=NCc1cccnc1 | i | i | 5 | / | / | 11% | 4.1 | 0.5 | 13 | 14% | 0.32 | -0.049 | 0.12 | -0.68 | 1.1 | 883 | 24 | 12

Results in MT stabilizer Hoechst-high %, Yfh1-off respiration and Autophagy mod cell loss 18 h, for 2 of the compounds above:
smiles | MT stabilizer Hoechst-high % | Yfh1-off respiration | Autophagy mod cell loss 18 h
CCc1ccc(C(=O)CSC2=C(C#N)C(c3ccco3)C(C(C)=O)=C(C)N2)cc1 (stereo unspecified) | 1.4 | i | 5
O=[N+]([O-])c1nn(-c2cccc(Cl)c2)n(O)c1=NCc1cccnc1 | 0.5 | i | 5
